Hck Nef HTS: blocks Nef-activated human Hck kinase. actives 0.68% (n = 220,000). inhibition, % at 20 µM. P08631. Recombinant Hck-YEEI plus Nef, Z-Lyte FRET kinase assay;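 active = Hck-Nef kinase inhibition above about 50%, limit read from the data; inactive = inhibition below that limit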;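 also: 0% = DMSO with Hck plus Nef and 100% = Hck alone without Nef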
Runt-CBFb FRET: blocks binding of human RUNX1 Runt domain to CBFb. Q01196+Q13951. Cerulean-Runt/Venus-CBFb FRET ratio 530/480, 1 h. inhibition, % at 20 µM. actives 0.46% (n = 220,000). AID 1496;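 active = inhibition over about 50% at 20 µM in the single-dose screen, limit read from the data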;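 also: 0% = DMSO wells and 100% = excess unlabeled CBFb competitor control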
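Assay system: Cerulean-tagged RUNX1 Runt domain (FRET donor) fusion protein / Amount: 100 nM each of Venus-CBFb and Cerulean-Runt domain / Medium: Tris buffer pH 7.5 with salts and BSA / Also added: Venus-CBFb 100 nM / Schedule: 1 h complex formation plus 1 h compound treatment, room temperature / Signal: FRET fluorescence / Read-out: loss of energy transfer signal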
PERK inh: blocks human PERK kinase | CHO PERK-DD fusion, SEAP luminescence translation reporter | inhibition, % at 5.6 µM | actives 0.17% (n = 220,000) | AID 1416;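 active = inhibition above the mean inhibition of all tested compounds plus 3 SD, set separately per screening campaign, cut at about 2.9% in these data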;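 also: PERK kinase domain activated by AP20187 dimerizer at 100 nM; 0% = DMSO with dimerizer and 100% = rapamycin at 8.4 µM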
EP2 antag: inhibitors of human EP2 prostaglandin E2 receptor | inhibition, % at 25 µM | AID 1422 | P43116 | C6 glioma cells expressing human EP2, cAMP TR-FRET; cells stimulated with saturating PGE2 | actives 0.52% (n = 260,000);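 active = percent inhibition above 40 after rounding to a whole number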;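 also: rat C6 glioma host cells with rolipram phosphodiesterase inhibitor present; the protocol text gives 20 µM as final concentration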
Target sequence (P43116 whole entry, looked up): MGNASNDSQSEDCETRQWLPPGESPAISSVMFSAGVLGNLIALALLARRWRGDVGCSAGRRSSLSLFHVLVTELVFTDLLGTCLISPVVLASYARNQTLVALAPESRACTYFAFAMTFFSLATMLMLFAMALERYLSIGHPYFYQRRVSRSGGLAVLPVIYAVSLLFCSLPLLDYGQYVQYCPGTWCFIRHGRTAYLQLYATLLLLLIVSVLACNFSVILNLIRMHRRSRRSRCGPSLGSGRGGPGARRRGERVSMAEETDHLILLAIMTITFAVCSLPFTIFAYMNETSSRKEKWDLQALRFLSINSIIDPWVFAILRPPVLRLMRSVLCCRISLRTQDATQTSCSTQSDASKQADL
Runt-SMMHC FRET: inhibitors of human RUNX1 Runt domain binding to CBFb-SMMHC. Q01196+Q13951. Cerulean-Runt/Venus-CBFb-SMMHC FRET ratio 530/480, 1 h. inhibition, % at 20 µM. actives 0.74% (n = 220,000);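 active = mean inhibition across duplicate retests at 20 µM reaching about 50%, limit read from the data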;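 also: 0% = DMSO wells and 100% = wells with excess untagged CBFb-SMMHC; inhibitors lower the FRET ratio by blocking Runt binding to CBFb-SMMHC; some results filed as inactive read as strong as hits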
EP2 mod: EP2 receptor (human) modulation. induction, % at 25 µM. EP2-expressing cells, cAMP HTRF FRET, PGE2 co-stimulation. actives 0.83% (n = 260,000);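 active = compounds whose cAMP rise, as percent of the full-agonist control response, exceeds 60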;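 also: rat C6 glioma line stably carrying human EP2 under a CMV promoter; the protocol text gives 20 µM as final concentration; 100% = response of wells given 1 µM PGE2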
TNF death inh: TNF-alpha cell death inhibition in Jurkat FADD-/- cells; Jurkat FADD-/- TNF necroptosis rescue, ATP luminescence, 24 h; 0 = TNF only, 100 = no-TNF cells; activation (protection from cell death), % at 10 µM; actives 0.068% (n = 220,000);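 active = activation, meaning protection from cell death, of at least 50% relative to plate controls; inactive = activation below 50%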;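 also: necroptosis triggered by 40 ng/mL TNF-alpha added together with compound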
RBBP9 inh: blocks human serine hydrolase RBBP9; O75884; recombinant RBBP9, FP-Rh probe fluorescence polarization; inhibition, % at 7.94 µM; actives 0.2% (n = 220,000);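 active = inhibition above the campaign mean of all tested compounds plus 3 SD, cut at about 14% in these data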;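 also: plate controls were DMSO wells with RBBP9 for no effect and wells lacking RBBP9 protein for full effect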
Target sequence (O75884 whole entry, looked up): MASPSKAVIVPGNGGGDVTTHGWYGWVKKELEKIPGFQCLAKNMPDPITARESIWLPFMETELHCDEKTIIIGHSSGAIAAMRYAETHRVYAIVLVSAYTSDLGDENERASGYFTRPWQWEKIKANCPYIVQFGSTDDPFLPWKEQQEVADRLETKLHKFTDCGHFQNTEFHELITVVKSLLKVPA
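Material: RBBP9 protein. Amount: RBBP9 at 2.5 µM in dispensed solution, before mixing. Schedule: 30 min then 45 min, 25 °C. Medium: Tris buffer pH 8.0, NaCl, Pluronic. Measured by: fluorescence polarization. Measure: percent inhibition from mP, scaled between DMSO and no-protein wells. Replication: one well per compound.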
zVAD death inh: blocks zVAD induced death of L929 cells. L929 zVAD necroptosis rescue, ATP luminescence, 24 h; with zVAD 60 µM. viability rescue, % at 10 µM. actives 0.38% (n = 220,000). AID 1377;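 active = activation, scaled between plate controls, above about 75%, limit read from the data; inactive = activation under that limit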;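 also: 0% = zVAD with DMSO and 100% = DMSO alone without zVAD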
An asterisk follows results filed as active; x = not tested or not shown; & = joins results of further samples.

SMILES	Hck Nef HTS	Runt-CBFb FRET	PERK inh	EP2 antag	Runt-SMMHC FRET	EP2 mod	TNF death inh	RBBP9 inh	zVAD death inh
N/C(=N\OS(=O)(=O)c1ccccc1)c1ccccn1	3	1	0.7	2	0	-1	-4.4	-6	1.0
CC(C)CCOc1ccc(C2(C)NC(=O)N(CN3CCOCC3)C2=O)cc1 (stereo unspecified)	2	-3	0.5	12	2	10	-0.7	-10	11
NS(=O)(=O)c1ccc(CNC(=O)c2scc3c2CCCC3)cc1	21	0	0.4	3	1	-16	3.1	-6	7.2
N/C(=N\OC(=O)CCCN1C(=O)c2ccccc2C1=O)c1ccc(Cl)cc1	1	-1	1.7	6	-4	-5	-3.8	-2	-0.1
Cc1ccc(CCNC(=O)CS(=O)Cc2nc(-c3cccs3)oc2C)cc1 (stereo unspecified)	5	4	-1.8	4	2	14	0.3	-7	0.4
COc1ccc(CNc2nc(-c3cccnc3)nn2C(=O)C(C)C)cc1	-36	0	0.3	7	1	57	1.5	0	31
CCN1CCN(C(=S)c2ccc(OCC(=O)Nc3ccc(OC)cc3)cc2)CC1	0	x	0.3	9	x	x	-2.5	-13	-0.3
CCSc1nnc(CSc2ncccn2)n1C	-2	-1	-0.3	6	1	11	0.4	-9	-0.4
COc1ccc(-c2noc(CCC(=O)N3CCN(Cc4ccccc4)CC3)n2)cc1	-1	-1	-1.1	9	-1	20	-0.7	-2	-0.3
CC(C)(C)c1cc(NC(=O)c2ccco2)n(-c2ccccc2)n1	24	0	0.6	8	-5	24	1.3	-8	2.1
CCN(CC)C(=O)CSc1nc(N)c(C#N)c(-c2cccs2)c1C#N	9	-2	-0.7	9	-3	1	0.5	7	-0.1
O=C1CCC/C(=N/NC(=O)C2CCN(S(=O)(=O)c3cccs3)CC2)C1	-29	-1	0.8	12	4	24	2.5	-9	0.5

Ordered by the number under PERK inh (smallest number first): 3 from the list above.
canonical_smiles | Hck Nef HTS | Runt-CBFb FRET | PERK inh | Runt-SMMHC FRET | EP2 mod | RBBP9 inh
COc1ccc(-c2noc(CCC(=O)N3CCN(Cc4ccccc4)CC3)n2)cc1 | -1 | -1 | -1.1 | -1 | 20 | -2
CCN(CC)C(=O)CSc1nc(N)c(C#N)c(-c2cccs2)c1C#N | 9 | -2 | -0.7 | -3 | 1 | 7
N/C(=N\OS(=O)(=O)c1ccccc1)c1ccccn1 | 3 | 1 | 0.7 | 0 | -1 | -6

More records
SMILES	Hck Nef HTS	Runt-CBFb FRET	PERK inh	EP2 antag	Runt-SMMHC FRET	EP2 mod	TNF death inh	RBBP9 inh	zVAD death inh
Clc1nnc(NN=C2CCCC2)c2ccccc12	-3	1	-0.4	9	9	27	0.8	-4	x
Cc1nn(-c2cc(C(F)(F)F)ccc2Cl)c2nc(C(F)(F)F)[nH]c(=O)c12	1	0	0.0	0	6	4	0.4	-4	0.3
O=C(O)CCCn1cc(NC(=O)c2cccc(F)c2)cn1	25	0	0.5	8	-3	12	0.2	9	-1.0
O=C(C1=COCCO1)N1CCN(S(=O)(=O)c2cccc(Cl)c2Cl)CC1	1	0	-0.3	6	1	-27	2.5	-8	0.6
Cc1ccc(OCC(=O)Nc2ccc(C)c(S(=O)(=O)N3CCCCCC3)c2)c([N+](=O)[O-])n1	12	-5	0.2	1	2	-22	-1.1	-2	-2.9
Cc1ccc(-n2c(Cn3ncc4ccccc4c3=O)n[nH]c2=S)cc1	-9	9	0.9	4	2	22	0.8	-14	1.2
CC(C)(C)CC(C)(C)NC(=S)Nc1ccc(S(=O)(=O)N2CCOCC2)cc1	5	-4	0.7	10	-9	-1	3.8	-11	x
COc1cc(NS(=O)(=O)c2ccc(NC(=S)NC(=O)c3sc4ccccc4c3Cl)cc2)ncn1	3	4	0.3	52*	-3	-9	3.3	-3	2.0
O=S(=O)(NCCNS(=O)(=O)c1ccc(F)cc1)c1ccc(F)cc1	4	0	0.8	5	4	11	-0.1	2	0.3
O=C1CCCN1c1ccc(S(=O)(=O)NCc2ccco2)cc1	7	2	0.4	3	4	18	-2.1	-5	-0.8
CC(=C/C(=O)O)/C=C/c1ccc([N+](=O)[O-])cc1	1	12	1.1	9	7	8	0.4	-1	0.4
Cc1cc(NC(=O)c2sc(Nc3ccc(F)cc3)nc2N)no1	-5	1	0.1	7	0	-39	2.9	-4	3.1

Continuation:
SMILES	Hck Nef HTS	Runt-CBFb FRET	PERK inh	EP2 antag	Runt-SMMHC FRET	EP2 mod	TNF death inh	RBBP9 inh	zVAD death inh
Cn1ccc(-c2cc(C(=O)O)c3ccccc3n2)n1	20	0	1.4	3	1	14	0.0	-2	2.5
COc1ccc(NC(=O)N(CCC(C)C)C(C)c2ccccn2)c(OC)c1 (stereo unspecified)	1	1	-1.0	12	-3	40	-1.1	-1	-0.2
CC(=O)Nc1cc(NC(C)=O)cc(-c2nc3ccccc3[nH]2)c1	20	-2	1.0	11	-5	3	-3.3	6	3.8
CCOc1cc(C2NC(=O)NC(c3ccccc3)=C2C(C)=O)ccc1OC(C)=O (stereo unspecified)	25	2	-0.1	7&2	-3	-34&20	-0.8	-8	0.1
O=C(NC1CC1)C1=C[C@@H](c2coc3ccccc3c2=O)C[C@@H](OCc2ccc(CO)cc2)O1	1	2	1.3	5	-1	-5	0.9	-4	0.9
CC(=O)Cc1nsc(NC(=O)c2ccc(-c3cccc(C(F)(F)F)c3)o2)n1	0	3	0.1	7	0	4	-1.7	-5	-0.2
CC1(C)Cc2cccc(OCC(=O)Nc3cccnc3Cl)c2O1	-1	1	-0.1	20	-2	39	1.4	-6	-0.4
O=[N+]([O-])c1cccc(/C=N/Nc2nc(N3CCOCC3)nc(N3CCOCC3)n2)c1	9	0	0.4	11	1	-15	1.6	4	0.5
O=C(Nc1cccc(C2OCCCO2)c1)c1cccs1	-13	-3	0.3	5	-7	-13	1.0	9	x
O=c1[nH]c2c(cnn2-c2ccc(Cl)cc2)c(=O)n1-c1cccc(Cl)c1	4	2	0.9	14	-2	-38	0.4	-11	2.1
CCc1nnc(NC(=O)CSc2nnc(-c3ccc(NS(=O)(=O)c4ccccc4)cc3)o2)s1	1	-1	0.5	7	3	-2	4.9	-2	1.1
COc1ccccc1[C@@H]1C(c2cccc(Cl)c2)=NN(c2ccc(Br)cc2)[C@H]1C(=O)N1CCOC1=O	15	8	-0.5	17	81	17	2.6	-5	0.8

The list continues:
SMILES	Hck Nef HTS	Runt-CBFb FRET	PERK inh	EP2 antag	Runt-SMMHC FRET	EP2 mod	TNF death inh	RBBP9 inh	zVAD death inh
Nc1nc(Sc2ccc(C(F)(F)F)cc2[N+](=O)[O-])n[nH]1	-1	-1	0.0	10	-2	1	-0.5	3	-0.2
CC1CC(C)CN(CCCNC(=O)C2CCN(c3ncnc4c3sc3cccc(F)c34)CC2)C1 (stereo unspecified)	14	-2	-1.6	3	1	-44	-15	-3	0.4
O=C(Nc1ccccc1)c1n[nH]c(Cn2cncn2)n1	-4	1	1.6	4	-2	-1	-2.1	5	-0.1
CN(C)S(=O)(=O)c1cccc(NC(=S)Nc2cc(Cl)cc(Cl)c2)c1	-5	3	-0.8	6	-1	-22	-3.1	-19	1.2
c1ccc(-c2csc(Nc3ncccn3)n2)cc1	1	1	1.1	2	0	-1	3.4	-3	6.4
O=C(NNC(=O)c1ccc(Oc2ccc(C3SCCS3)cc2)o1)c1ccc(Cl)cc1	26	6	1.3	8	2	28	3.5	-6	-1.0
COc1cccc(/C=N/Nc2snc(SC)c2C#N)c1	2	6	0.0	3	-1	-17	-1.1	7	0.6
O=C1CCCC(O)=C1C=Nc1ccc(O)cc1	2	2	1.6	14	5	2	-5.3	-2	0.5
CC(C)(C)c1nnc2sc(SCC(=O)c3ccc(Cl)cc3)nn2c1=O	0	7	0.8	-1	-4	9	-1.2	-8	0.3
Cc1cc(C)c(C)c(S(=O)(=O)NCC(=O)N2CCCC2)c1C	-5	-1	-0.6	6	0	31	0.7	-1	0.5
COc1ccc(C/C(N)=N/OC(=O)c2cccs2)cc1	10	0	1.6	4	2	-30	0.1	-6	-0.1
CCOc1cc(/C=C2/NC(=O)N(CC(=O)Nc3cccc(C)c3)C2=O)ccc1OCC(N)=O	25	1	0.5	9	1	24	1.1	1	38

One compound at a time, from the list above. Values in the order: Hck Nef HTS | Runt-CBFb FRET | PERK inh | EP2 antag | Runt-SMMHC FRET | EP2 mod | TNF death inh | RBBP9 inh | zVAD death inh
Record of CC(=O)Nc1cc(NC(C)=O)cc(-c2nc3ccccc3[nH]2)c1 = 20 | -2 | 1.0 | 11 | -5 | 3 | -3.3 | 6 | 3.8
Record of O=C(Nc1ccccc1)c1n[nH]c(Cn2cncn2)n1 = -4 | 1 | 1.6 | 4 | -2 | -1 | -2.1 | 5 | -0.1

Next section
SMILES	Hck Nef HTS	Runt-CBFb FRET	PERK inh	EP2 antag	Runt-SMMHC FRET	EP2 mod	TNF death inh	RBBP9 inh	zVAD death inh
O=C(Nc1ccccc1)C1=C[C@H](c2csc3ccccc23)C[C@H](OCc2ccc(CO)cc2)O1	-1	3	0.1	9	-1	-31	-0.2	-20	0.3
CNCCCC1c2ccccc2C=Cc2ccccc21	1	-3	-1.8	11&8	2	-3&-8	-1.3	-13	9.0
Cc1[nH]c2ccccc2c1C(=O)CSc1nc2ncc(Cl)cc2[nH]1	72*	-3	1.0	11	-10	-13	3.4	-2	13
Cc1cccc(OCCC(=O)Nc2ccc(S(=O)(=O)N3CCCC3)cc2)c1	1	-3	-0.5	15	-3	24	-1.0	-5	17
O=C(N/C(=C/c1ccc(Br)cc1)C(=O)N1CCCC1)c1ccccc1F	5	-2	-0.1	3	-6	14	-0.6	-1	-0.9

Bioassay records as filed in PubChem BioAssay.

This is a subset; count on the stated rates, not on these rows.
